Screening data deposited in PubChem BioAssay by several laboratories.
CD11b adhes inh = blocks human CD11b/CD18 adhesion to fibrinogen | P05107+P11215 | K562 CD11b/CD18 adhesion to fibrinogen, ATPlite luminescence; Mn2+ added to activate the integrin | inhibition, % at 10 µM | hit rate 0.54% among 93,000;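 active = primary inhibition of 50% or more at 10 µM, then 40% or more on retest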; note: some results filed as inactive read as strong as hits
CYP2C19 inh = human CYP2C19 inhibition. P33261. hit rate 21% among 96,000. inhibition, % at 5 µM. CYP2C19 Supersomes, luciferin-H EGE luminescence, 30 min. AID 778;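 active = CYP2C19 inhibition above a set limit at 5 µM in the primary screen, cut at about 50% in these data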;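 note: plate controls were negative control wells for no effect and 2.5 mM tranylcypromine positive control for full effect; values of inactives mirror those of a sister screen read the other way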
ERa SRC1 pot = ER-alpha (human) coactivator binding potentiation; TR-FRET ERalpha-LBD/SRC-Cy5 coactivator binding, 2 h; 100 = basal binding, no effect; coactivator binding (% of control), % at 25.6 µM; hit rate 1.3% among 86,000; AID 639; in the data active = activity above about 200%;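 note: binding measured in presence of low estradiol as agonist stimulus; 0% = peptide alone without receptor and 100% = receptor with peptide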
Target sequence (P03372 whole entry, looked up, the tested form may be a part): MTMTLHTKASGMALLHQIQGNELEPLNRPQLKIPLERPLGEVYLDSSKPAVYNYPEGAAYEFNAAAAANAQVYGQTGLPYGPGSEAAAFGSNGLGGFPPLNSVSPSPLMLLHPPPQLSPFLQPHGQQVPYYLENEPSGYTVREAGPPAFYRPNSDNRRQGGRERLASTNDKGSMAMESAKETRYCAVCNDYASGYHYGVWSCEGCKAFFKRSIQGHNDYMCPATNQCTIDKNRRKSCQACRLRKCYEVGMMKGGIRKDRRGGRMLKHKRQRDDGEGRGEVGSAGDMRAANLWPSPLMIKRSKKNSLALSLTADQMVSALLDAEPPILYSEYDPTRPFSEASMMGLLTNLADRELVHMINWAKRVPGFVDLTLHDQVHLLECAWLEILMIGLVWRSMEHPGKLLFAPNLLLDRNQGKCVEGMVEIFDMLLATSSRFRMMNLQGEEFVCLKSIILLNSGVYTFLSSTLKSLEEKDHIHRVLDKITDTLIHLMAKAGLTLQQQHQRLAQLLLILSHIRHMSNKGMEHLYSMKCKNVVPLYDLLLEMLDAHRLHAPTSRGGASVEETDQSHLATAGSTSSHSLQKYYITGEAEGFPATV
Lung fibro prol = blocks proliferation of human lung fibroblasts; LL 47 human lung fibroblast viability, ATP luminescence; stronger effect = lower value; viability, % at 10 µM; hit rate 1.1% among 85,000;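 active = viability at or below 50% in the single dose screen; inactive = viability above 50%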;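 note: compound exposure lasted 72 h before the ATP readout; 100% = median luminescence of untreated cell-only wells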
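Test system: LL 47 human lung fibroblasts / Quantity: 1,150 cells in each well / Medium: IMEM growth medium with 15% fetal bovine serum / Incubation: 72 h compound exposure at 37 °C after overnight plating / Detection: CellTiter-Glo luminescence measuring cellular ATP / Read-out: % viability versus median cells-only luminescence / Benchmarks: cell-only wells, no compound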
HUVEC prolif 384 = human endothelial cell proliferation inhibition; hit rate 1.1% among 86,000; HUVEC proliferation, CellTiter-Glo luminescence, 72 h; stronger effect = lower value; viability, % at 10 µM (by protocol);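 active = viability at or below 30%; inactive = viability above 30%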;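 note: 100% = median luminescence of DMSO-only cell control wells on each plate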
CD11b adhes enh = increases human CD11b/CD18 adhesion to fibrinogen | P05107+P11215 | K562 CD11b/CD18 adhesion to fibrinogen, ATPlite luminescence | activation, % at 10 µM | hit rate 0.07% among 93,000;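 active = 10 µM primary screen giving 50% or more activity, confirmed by 40% or more on retest at that dose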; note: strong numbers were not always called active; reference of the scale not given here
ERa SRC1 inh = blocks coactivator binding to human estrogen receptor alpha. TR-FRET ER-alpha LBD / SRC-1 peptide, estradiol-bound. inhibition, % at 25.6 µM. hit rate 1.7% among 86,000; in the data active = inhibition above about 50%;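 note: 0% = receptor plus peptide control and 100% = peptide only without receptor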
CYP2C19 activ = cytochrome P450 2C19 (human) activation; P33261; recombinant CYP2C19, luciferin-H EGE luminescence; stronger effect = higher value; 0 = fully inhibited enzyme, 1 = untreated enzyme; activation factor at 5 µM; 96,000 tested, under 10 active; AID 1025;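 active = activation factor of at least 2 at 5 µM in the primary screen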;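 note: 0 = wells with 2.5 mM tranylcypromine and 1 = vehicle-only wells; values of inactives mirror those of a sister screen read the other way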
H69AR growth 86K = growth inhibitors of human H69AR lung tumor cells; viability, % at 10 µM; H69AR lung tumor viability, ATP luminescence, 72 h; stronger effect = lower value; hit rate 6% among 85,000; AID 598;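 active = viability at or below 40%; inactive = viability above 40%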;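 note: multidrug resistant small cell line overexpressing MRP-1 efflux transporter; 100% = mean luminescence of untreated control wells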
Numbers without * were called inactive; . = no result given; [ ] = remark or other dose. An unsorted share of the library (roughly 26% active in at least one column).

cpd	structure	ERa SRC1 pot	CYP2C19 inh	CYP2C19 activ	H69AR growth 86K	HUVEC prolif 384
1	c1ccc2c(c1)ccc1nnc(-c3ccc4c(c3)OCO4)n12	109	11	0.9	79	90
2	CCOC(=O)c1cnc(-c2ccccc2)[nH]c1=O	112	11	0.9	104	95
3	O=C(COC(=O)c1cc(S(=O)(=O)N2CCc3ccccc3C2)ccc1Cl)NCc1ccco1	148	40	0.6	71	100
4	Cc1c(C(Nc2ccccn2)c2ccc(Cl)cc2)c(=O)n(-c2ccccc2)n1C (stereo not drawn)	112	41	0.6	92	104
5	COc1ccccc1OCCCn1c(=O)sc2ccccc21	106	100*	0	86	95
6	O=C(O)C(C(=O)/C=C/c1ccco1)=C1SCCS1	.	-4	1	.	.
7	O=C(CCS(=O)(=O)c1ccc(Br)s1)NC1CCCCCC1	123	-10	1.1	101	102
8	CC(C)OC(=O)c1c(NC(=O)Cn2cnc([N+](=O)[O-])n2)sc2c1CCCC2	.	-4	1	.	.

cpd	CD11b adhes enh	ERa SRC1 inh	Lung fibro prol	CD11b adhes inh
1	13	-2	92	-23
2	-3	12	97	-3
3	-4	35	99	5
4	2	-2	100	2
5	-4	-1	100	2
6	0	.	.	-6
7	-5	2	101	8
8	11	.	.	-15

Sorted by count of non-hydrogen atoms (largest number first): six of the compounds above
cpd	structure	ERa SRC1 pot	CYP2C19 inh	CYP2C19 activ	H69AR growth 86K	HUVEC prolif 384
3	O=C(COC(=O)c1cc(S(=O)(=O)N2CCc3ccccc3C2)ccc1Cl)NCc1ccco1	148	40	0.6	71	100
4	Cc1c(C(Nc2ccccn2)c2ccc(Cl)cc2)c(=O)n(-c2ccccc2)n1C (stereo not drawn)	112	41	0.6	92	104
8	CC(C)OC(=O)c1c(NC(=O)Cn2cnc([N+](=O)[O-])n2)sc2c1CCCC2	.	-4	1	.	.
5	COc1ccccc1OCCCn1c(=O)sc2ccccc21	106	100*	0	86	95
7	O=C(CCS(=O)(=O)c1ccc(Br)s1)NC1CCCCCC1	123	-10	1.1	101	102
2	CCOC(=O)c1cnc(-c2ccccc2)[nH]c1=O	112	11	0.9	104	95

cpd	CD11b adhes enh	ERa SRC1 inh	Lung fibro prol	CD11b adhes inh
3	-4	35	99	5
4	2	-2	100	2
8	11	.	.	-15
5	-4	-1	100	2
7	-5	2	101	8
2	-3	12	97	-3

New compounds follow:
cpd	structure	ERa SRC1 pot	CYP2C19 inh	CYP2C19 activ	H69AR growth 86K	HUVEC prolif 384
9	COC(=O)C1(C#N)C(c2ccccc2)C1(C(=O)OC)C(=O)OC (stereo not drawn)	95	44	0.6	98	95
10	Cc1cc(NCC(C)C)n2ncnc2n1	98	-14	1.1	83	107
11	CCOCCNC(=O)c1ccc2c3c(cccc13)CC2	101	43	0.6	92	88
12	CCN(CC)C(=O)CSc1nnc(-c2ccc(S(=O)(=O)N3CCCC3)cc2)o1	97	12	0.9	76	97
13	Cc1nnc(NC(=O)CSc2nnc(-c3ccc(S(=O)(=O)N4CCCC4)cc3)n2C)s1	125	.	.	84	98
14	C=CCSC1=C(C#N)C(c2ccccc2OCC)C(C#N)C(=O)N1 (stereo not drawn)	132	55*	0.4	49	68
15	CCCc1nc(N)sc1C(=O)OCC	.	55*	0.5	.	.
16	Nc1c(C(=O)c2ccc(F)cc2)oc2ccccc12	104	.	.	95	83

cpd	CD11b adhes enh	ERa SRC1 inh	Lung fibro prol	CD11b adhes inh
9	-4	-4	102	-5
10	0	-6	98	8
11	-2	-3	91	-11
12	-7	-4	102	3
13	.	4	103	.
14	-2	1	92	19
15	6	.	.	15
16	.	-19[fluorescence artefact?]	80	.

cpd	structure	ERa SRC1 pot	CYP2C19 inh	CYP2C19 activ	H69AR growth 86K	HUVEC prolif 384
17	COc1ccc(C)cc1S(=O)(=O)N1CCCCC1	110	.	.	92	99
18	CCc1ccc(NC(=O)CSc2nnc(CC)c(CC)n2)cc1	84	64*	0.4	93	82
19	CSc1cccc(NC(=O)C2CCCN2S(=O)(=O)c2ccc3c(c2)CCC(=O)N3)c1 (stereo not drawn)	.	57*	0.4	.	.
20	Fc1ccc(NC(=S)Nc2ccc(F)c(Cl)c2)cc1Cl	.	98*	0	.	.
21	O=S(=O)(Nc1ccc2c(c1)OCO2)c1ccccc1	94	100*	0	97	103
22	CCOC(=O)c1cc(CC)sc1NC(=O)CCC(=O)O	101	11	0.9	85	92
23	CCOC(=O)c1ccc(NC(=O)c2nn(C)cc2Br)cc1	102	12	0.9	86	99
24	COc1ccc(Cc2nc(-c3ccccn3)no2)cc1	110	25	0.8	99	107

cpd	CD11b adhes enh	ERa SRC1 inh	Lung fibro prol	CD11b adhes inh
17	.	-38	91	.
18	-5	17	91	-1
19	2	.	.	-37
20	-7	.	.	92*
21	-6	-4	105	0
22	0	-5	91	14
23	8	7[fluorescence artefact?]	101	-6
24	-3	-11	99	10

cpd	structure	ERa SRC1 pot	CYP2C19 inh	CYP2C19 activ	H69AR growth 86K	HUVEC prolif 384
25	CC(=O)Oc1ccc(NC(=O)CCC2CCCCC2)c(C(=O)O)c1	105	.	.	101	109
26	COC(=O)C1(C(=O)OC)NOC2C(=O)N(c3ccccc3)C(=O)C21 (stereo not drawn)	.	1	1	.	.
27	Cc1ccc(Nc2nc(N)nc(CSC(=S)N3CCOCC3)n2)cc1	.	33	0.7	.	.
28	COc1ccccc1CC(NC(C)=O)C(=O)N1CCN(C(=O)Nc2ccccc2Cl)CC1 (stereo not drawn)	130	-5	1.1	93	110
29	CC#CCCCC(=O)Nc1cccc(C(=O)O)c1	90	39	0.6	86	96
30	CCn1c(=O)cc(OCC(=O)Nc2ccc(Cl)cn2)c2ccccc21	174[fluorescence artefact?]	.	.	90	61
31	O=C(c1ccco1)N1CCN(C(=O)C2CCCc3c2[nH]c2ccc(Cl)cc32)CC1 (stereo not drawn)	91	45	0.6	81	76
32	CCC1Oc2nc(SC)nnc2-c2ccccc2N1C(=O)c1ccccc1 (stereo not drawn)	92	1	1	25*	91

cpd	CD11b adhes enh	ERa SRC1 inh	Lung fibro prol	CD11b adhes inh
25	.	-10	93	.
26	1	.	.	-16
27	1	.	.	3
28	4	-5	95	-4
29	.	3	93	.
30	.	16[fluorescence artefact?]	70	.
31	5	4[fluorescence artefact?]	75	8
32	0	-6	84	2

cpd	structure	ERa SRC1 pot	CYP2C19 inh	CYP2C19 activ	H69AR growth 86K	HUVEC prolif 384
33	COc1ccc(Cn2cnc3c(NS(C)(=O)=O)c(C)c(C)cc32)cc1	.	65*	0.3	.	.
34	COc1ccc(NC(=O)c2ccc(-n3nc(C)c[n+]3[O-])cc2)cc1	109	7	0.9	108	109
35	COc1ccccc1C(=O)n1nc(-c2ccccc2)nc1N	87	74*	0.3	90	98
36	O=C(C1CN(S(=O)(=O)c2ccccc2)CCN1S(=O)(=O)c1ccccc1)N1CCCCCC1 (stereo not drawn)	105	-9	1.1	79	95
37	COc1ccc(CC(C)N2CCN(c3cccc(C(F)(F)F)c3)CC2)cc1OC (stereo not drawn)	94	23	0.8	95	78
38	CC1(C)Oc2ccc3ccc(=O)oc3c2/C(=C/NCCN/C=C2\C(=O)C(C)(C)Oc3ccc4ccc(=O)oc4c32)C1=O	93	20	0.8	74	81
39	Cc1cccc(Cl)c1OCCCCn1ccnc1	92	100*	0	103	101
40	CCN(CC)C(=O)CSc1nc2sc(C)c(C)c2c(=O)[nH]1	87	6	0.9	67	81

cpd	CD11b adhes enh	ERa SRC1 inh	Lung fibro prol	CD11b adhes inh
33	-4	.	.	-7
34	-2	-4	105	4
35	-1	10	100	-34
36	2	-8	99	8
37	2	-8	86	10
38	-2	5	87	-3
39	-1	-28	94	2
40	-1	4	95	0

cpd	structure	ERa SRC1 pot	CYP2C19 inh	CYP2C19 activ	H69AR growth 86K	HUVEC prolif 384
41	Cc1nnc(SCC(=O)N2CCC(Cc3ccccc3)CC2)n(N)c1=O	97	-11	1.1	88	98
42	Cc1[nH]c(=O)[nH]c(=O)c1S(=O)(=O)NCCOC12CC3CC(CC(C3)C1)C2	97	-2	1	93	103
43	CCCCNC(=O)COC(=O)c1ccc(Cl)c(S(N)(=O)=O)c1	115	-14	1.1	85	97
44	Cc1cc(C)cc(OCC(=O)Nc2ccc3c4c(cccc24)CC3)c1	.	7	0.9	.	.
45	CCOc1ccc(/C=c2\sc3nc(-c4ccco4)nn3c2=O)cc1OCC	101	11	0.9	77	87
46	Cc1cc(C)c2c(CN3CCN(Cc4ccc5c(c4)OCO5)CC3)cc(=O)oc2c1	108	29	0.7	41	80
47	CC1(C)CC(=O)C(/C=N/c2ncccc2C(=O)O)=C(O)C1	81	-9	1.1	96	93
48	O=C(Nc1ccccc1C(=O)NCC1CCCO1)c1ccccc1 (stereo not drawn)	.	8	0.9	.	.

cpd	CD11b adhes enh	ERa SRC1 inh	Lung fibro prol	CD11b adhes inh
41	-3	5	101	11
42	2	-2	97	-24
43	-5	-3	103	12
44	-2	.	.	10
45	58	55*	101	7
46	-3	-7	94	20
47	-3	-15	98	-11
48	-5	.	.	-12

cpd	structure	ERa SRC1 pot	CYP2C19 inh	CYP2C19 activ	H69AR growth 86K	HUVEC prolif 384
49	O=C(NCC(=O)N1CCCC1C(=O)O)OC1CCCCC1 (stereo not drawn)	126	12	0.9	106	91
50	COC(=O)c1ccc(CSc2nc(-c3ccco3)cc(C(F)(F)F)n2)o1	.	34	0.7	.	.
51	Cc1ccc(C(=O)O/N=C2\CC3CCC2(C)C3(C)C)cc1 (stereo not drawn)	108	.	.	88	98
52	COc1cccc(N2CCN(C3CC(=O)N(c4cccc(Cl)c4)C3=O)CC2)c1 (stereo not drawn)	.	8	0.9	.	.
53	Cc1cc(=O)cc(C)n1-c1ccccc1N1CCOCC1	110	8	0.9	93	92
54	C=CCNC(=O)C1CCN(S(C)(=O)=O)CC1	73	-14	1.1	92	99
55	Cc1cccc(NC(=O)c2ccc(S(=O)(=O)N(C)C)cc2)n1	.	12	0.9	.	.

cpd	CD11b adhes enh	ERa SRC1 inh	Lung fibro prol	CD11b adhes inh
49	0	2	97	-20
50	-2	.	.	17
51	.	-9	101	.
52	-6	.	.	-21
53	11	0	.	-20
54	0	-10	103	-12
55	-1	.	.	-19

Entries listed above that bear a hit mark in CD11b adhes inh:
nr	compound	ERa SRC1 pot	CYP2C19 inh	CYP2C19 activ	CD11b adhes enh	ERa SRC1 inh	CD11b adhes inh
20	Fc1ccc(NC(=S)Nc2ccc(F)c(Cl)c2)cc1Cl	.	98*	0	-7	.	92*
